From PubChem
m5-HT2A agonist – mouse Htr2a agonists via beta-arrestin recruitment, primary screen, cell-based, luminescence. AID 624169, 2012. activation, % at 7.6 µM. CHO-K1 mHTR2A beta-arrestin complementation; percent of 30 µM serotonin response. actives 0.66% (n = 360,000);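 active = activation above a run cutoff, the mean activation of all tested compounds plus 3 SD, cut at about 14% in these data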;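 also: 0% = plate median of compound wells and 100% = 30 µM serotonin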
Target sequence (P35363 whole entry, looked up): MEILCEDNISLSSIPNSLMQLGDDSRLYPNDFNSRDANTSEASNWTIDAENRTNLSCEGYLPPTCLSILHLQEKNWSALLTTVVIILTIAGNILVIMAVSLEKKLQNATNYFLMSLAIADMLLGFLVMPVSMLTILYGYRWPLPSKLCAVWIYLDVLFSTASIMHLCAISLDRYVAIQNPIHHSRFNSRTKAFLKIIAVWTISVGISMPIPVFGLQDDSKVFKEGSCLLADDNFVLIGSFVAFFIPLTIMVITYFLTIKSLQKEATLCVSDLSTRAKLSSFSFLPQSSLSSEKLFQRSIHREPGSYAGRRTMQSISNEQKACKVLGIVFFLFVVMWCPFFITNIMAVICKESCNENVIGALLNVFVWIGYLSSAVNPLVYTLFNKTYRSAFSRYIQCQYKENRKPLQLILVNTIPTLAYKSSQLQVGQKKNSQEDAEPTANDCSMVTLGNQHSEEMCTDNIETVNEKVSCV
hiPSC survival – enhancers of single-cell hiPSC survival, primary screen, ATPlite luminescence. 100% = ROCK inhibitor wells, 0% = DMSO. survival enhancement, % at 20 µM. actives 0.044% (n = 360,000). AID 602274, 2012; in the data active = survival enhancement above about 18%;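 also: cells exposed to compounds for 16 hours before the ATP read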
NR2E3 ag-1 – NR2E3 agonists in two-hybrid cells, primary screen, cell-based, luminescence, CHO-S, Gal4-NCOR/VP16-NR2E3; luciferase; Photoreceptor-specific nuclear receptor (Homo sapiens), Q9Y5X4; actives 0.35% (n = 360,000); AID 602229, 2012; inhibition of corepressor binding, % at 3.98 µM;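 active = inhibition above the mean of all tested compounds plus 3 SD, cut at about 70% in these data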;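 also: 0% = DMSO with NR2E3 transfected cells and 100% = cells lacking NR2E3 construct; higher means lower luciferase signal from less NR2E3 corepressor binding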
Target sequence (Q9Y5X4 whole entry, looked up, the tested form may be a part): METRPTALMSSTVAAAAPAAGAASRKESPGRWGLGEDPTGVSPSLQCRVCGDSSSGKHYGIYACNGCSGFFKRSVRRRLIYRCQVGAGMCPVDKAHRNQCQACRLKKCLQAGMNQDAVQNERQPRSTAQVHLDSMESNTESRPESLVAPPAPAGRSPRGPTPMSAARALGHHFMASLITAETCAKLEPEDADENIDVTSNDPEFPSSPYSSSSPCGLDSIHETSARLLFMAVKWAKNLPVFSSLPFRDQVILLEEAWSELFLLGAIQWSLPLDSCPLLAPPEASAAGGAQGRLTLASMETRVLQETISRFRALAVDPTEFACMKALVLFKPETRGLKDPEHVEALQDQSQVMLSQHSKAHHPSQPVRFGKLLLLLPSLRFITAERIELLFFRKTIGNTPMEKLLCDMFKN
CaV13 FRET inh – Disruptors of the CACNA1D IQ motif to Ca2+-dependent inactivation inhibitor domain association, primary screening, Förster resonance energy transfer in intact living …; HEK cells, CFP/YFP FRET ICDI-IQ, plate reader, 10 min; percent FRET-ratio fall versus neutral wells; actives 0.098% (n = 340,000); inhibition, % at 12.3 µM;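 active = mean replicate inhibition of at least 30% and at least 1% of replicates passing that level; inconclusive = only one of the two criteria is met; inactive = neither criterion is met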;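 also: 0% = median of the neutral control wells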
H9c2 protect – cardioprotection against H2O2-induced cell death, primary screen, uHTS, H9c2 cells, ATPLite luminescence | H9c2 cardiomyocytes, H2O2 injury protection, 2 h | protection from H2O2 cell death, % at 20 µM | actives 0.63% (n = 360,000) | AID 588492, 2011;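 active = compounds giving at least 50% protection of heart cells from peroxide-induced death in the single-dose screen, raw or plate-pattern-corrected value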;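 also: 0% = DMSO wells with peroxide and 100% = DMSO wells without peroxide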
MITF TRPM1 inh – inhibitors of MITF-dependent TRPM1 promoter reporter, primary screen, cell-based, SK-MEL-5, single point, luciferase | SK-MEL-5 TRPM1 promoter luciferase, 24 h | inhibition, % at 12.5 µM | actives 0.83% (n = 330,000);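 active = mean inhibition across replicates of 60% or more, whatever share of single replicates reaches that level; inconclusive = some that reach 60%, reason not given; inactive = mean inhibition across replicates below 60%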; also: values of inactives mirror those of a sister screen read the other way
Shn3 inh set2 – reduction of Shn3 3'UTR firefly luciferase signal, primary screen, Schnurri-3 inhibitor project, cell-based, Clone20 osteoblasts, set 2; Clone20 osteoblast Shn3 3'UTR firefly luciferase, 24 h; inhibition, % at 12.5 µM; actives 0.52% (n = 360,000); AID 588674, 2011;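 active = mean inhibition of at least 75% with every replicate also reaching 75%; inconclusive = mean inhibition at least 75% but some replicate below; inactive = mean inhibition below 75%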;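 also: 0% = median of neutral control wells and 100% = pilot-screen positive control compound; some compounds past the cut are filed as inactive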
Peg3 prom inh – Peg3 promoter-driven luciferase inhibitors, primary screen, cell-based, HeLa, luciferase luminescence | HeLa PEG-Prom luciferase reporter, overnight | inhibition, % at 20 µM | actives 1.7% (n = 360,000) | AID 588405, 2011;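 active = inhibition of at least 50% at 20 µM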
PDI inh – inhibitors of human PDI, primary screen, biochemical, turbidity, single point, plate reader | PDI insulin aggregation turbidity, A650, 90 min | actives 0.052% (n = 350,000) | Protein disulfide-isomerase (Homo sapiens), P07237 | inhibition, % at 10 µM;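 active = mean inhibition across replicates of 30% or more, whatever share of single replicates reach that level; inconclusive = mean inhibition below 30% while every single replicate reaches 30%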;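 also: absorbance from insulin aggregation driven by PDI reduction with DTT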
HIF-2a block – HIF-2a reporter inhibitors, primary screen, luminescence, 786-0 RCC cells; 786-0 RCC cells HIF-2a reporter, luciferase luminescence, overnight; inhibition, % at 18.8 µM; actives 0.72% (n = 360,000); AID 624352, 2012;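 active = inhibition of the luminescence signal of 40% or more relative to plate controls, in a single-dose primary screen at 18.75 µM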
NR2E3 ag-2 – inhibitors of NR2E3-RetCOR corepressor binding, primary screen, NR2E3 agonist project, biochemical, TR-FRET, GST-NR2E3, biotin-RetCOR; Photoreceptor-specific nuclear receptor (Homo sapiens), Q9Y5X4; 1536-well; inhibition of corepressor binding, % at 4.78 µM; actives 0.12% (n = 320,000); AID 2300, 2010;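 active = percent inhibition above the cutoff of mean plus 3 SD of all tested compounds, set per screening campaign, cut at about 20% in these data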;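 also: 0% = DMSO wells and 100% = biotin wells as full block of FRET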
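System: GST-tagged NR2E3 plus biotinylated RetCOR corepressor; Amount: 1.35 nM GST-tagged NR2E3 final; Dosing: single nominal compound dose of 4.8 µM; Schedule: 5 h incubation at 4 °C; Technique: TR-FRET with europium anti-GST and streptavidin-D2, 340 nm excitation; Controls: biotin wells as high control, 0.6% DMSO wells as low control.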
The depositor's hits bear a star; u = inconclusive; x = no result given.

SMILES | m5-HT2A agonist | hiPSC survival | NR2E3 ag-1 | CaV13 FRET inh | H9c2 protect | MITF TRPM1 inh | Shn3 inh set2 | Peg3 prom inh | PDI inh | HIF-2a block | NR2E3 ag-2
CC(C(=O)NCc1ccc(Cl)cc1)n1cccc1C(=O)c1ccccc1 (configuration not stated) | -2 | -0.4 | 9 | -2 | 1 | -7 | -15 | 18 | 13 | 8 | 2
O=C(COC(=O)CNS(=O)(=O)c1ccccc1)Nc1ccc(Cl)cn1 | -2 | 6.8 | -17 | -5 | 0 | 5 | 5 | 4 | -4 | 11 | 2
Cc1cc(C)cc(NC(=S)N2CCN(c3ncc(C(F)(F)F)cc3Cl)CC2)c1 | 12 | -0.2 | 16 | -3 | -10 | -6 | 10 | 19 | -2 | 7 | 1
CCOC(=O)C1CCCCN1Cc1ccc(F)cc1 (configuration not stated) | 0 | -0.9 | -17 | -9 | -2 | 0 | -3 | 7 | 1 | 4 | 2
O=C1CC(c2ccc(S(=O)(=O)NCc3ccccc3)cc2)CN1 (configuration not stated) | -3 | -0.1 | -8 | -2 | 1 | 0 | 2 | 5 | x | 9 | 5
CCCCn1nnnc1NCc1cccs1 | 2 | -1.2 | -1 | -7 | 0 | 0 | -6 | 16 | -3 | 18 | 3
Cc1ccc(NC(=O)C2CC(=O)N(Cc3ccccc3)C2)nc1 (configuration not stated) | -2 | 0.3 | 10 | -6 | -3 | 6 | -13 | 21 | -5 | 6 | 0
Cc1ccc(/C=N/Nc2nc(C(C)(C)C)cs2)o1 | -1 | -0.6 | -17 | -7 | -4 | -78 | -82 | -206 | 4 | -294 | -1
O=C(/C(=C/O)N=Nc1ccccc1)c1ccncc1 | -3 | -0.6 | -6 | -1 | 8 | 3 | -1 | -6 | -3 | 1 | 1
O=C(c1ccc([N+](=O)[O-])cc1)N1CCSC1c1ccccc1 (configuration not stated) | -3 | 0.6 | -11 | -13 | -6 | 12 | 7 | 9 | 5 | 8 | 2
CCOC(=O)Cc1csc(NC(=O)/C=C/c2ccc(OC)cc2)n1 | 0 | -4.0 | -21 | -5 | -19 | -3 | -47 | -151 | -4 | -69 | 2
CCCCNC(=O)CSc1nc2ccsc2c(=O)n1C1CCN(C(=O)OCC)CC1 | -2 | -3.6 | -41 | -6 | 1 | 14 | -5 | 20 | 0 | 11 | -5
CC(NC(=S)NCCc1ccccc1)C(c1cccs1)N1CCN(Cc2ccccc2)CC1 (configuration not stated) | -9 | -3.3 | 6 | -6 | -4 | x | 72 | 16 | x | 7 | 2
O=C(O)c1nn(CC(=O)N(C2CCCCC2)C2CCCCC2)c(=O)c2ccccc12 | 33* | 4.1 | 7 | -18 | 40 | -2 | -2 | 5 | -1 | 25 | 2
COc1ccccc1C(=O)NCCC(=O)N1CCN(C(C)=O)CC1 | 6 | -0.4 | 2 | -1 | 1 | -1 | -9 | -1 | 8 | 4 | -2
O=C(Nc1ccc(C(=O)N2CCN(c3ccc(Cl)cc3)CC2)cc1)C1=CSCCO1 | -2 | 0.2 | -2 | -3 | -2 | -1 | 3 | -21 | 0 | -15 | 0
Cc1ccc(-c2nc3ccccc3c(=O)n2NC(=S)N(C)C)cc1 | 1 | 2.4 | 3 | -2 | 3 | 1 | -5 | 8 | 2 | 18 | -2
Cn1c(-c2ccsc2)c(-c2cccs2)c2cc(-c3ccc4cc[nH]c4c3)ccc21 | 1 | 4.0 | 14 | -11 | -2 | -7 | -4 | -15 | -1 | 0 | -1
Oc1ccccc1-c1nc(/C=C/c2ccccc2)nn1-c1ccccc1 | 1 | 0.6 | 9 | -3 | -5 | -22 | -23 | -58 | 23 | -67 | 1
CCOC(=O)N1CCN(C(=O)c2ccc3nc(N4CCCCC4)sc3c2)CC1 | 9 | -4.9 | -11 | x | 4 | 1 | 7 | -43 | -6 | -69 | -3
COc1ccc(CNC(=O)COC(=O)CN2C(=O)COc3ccccc32)cc1 | 9 | 0.6 | 11 | -5 | -1 | 13 | -16 | -21 | -8 | 10 | -3
Nc1ccc2c(c1)C(O)c1ccc(Cl)cc1-2 (configuration not stated) | 1 | -1.6 | 6 | -8 | -6 | -6 | -1 | -12 | 0 | -28 | x
CCN1C(=O)[C@H]2[C@@H](c3ccc(-c4ccc(Cl)c(Cl)c4)c(OC)c3)N[C@@](C)(C(=O)OC)[C@H]2C1=O | 3 | -0.9 | -8 | -11 | 0 | 6 | 17 | 12 | -3 | 13 | 2
CCOc1cc2c3c(c1)C1(C(=O)N3C(C)(C)CC2C)C(C#N)=C(N)N2C(=C1C#N)Nc1ccccc12 (configuration not stated) | -1 | 1.9 | -3 | -6 | 3 | 18 | 9 | 22 | -8 | 22 | 3
O=C(NC1CCS(=O)(=O)C1)c1cccc(S(=O)(=O)N2CCCCCC2)c1 (configuration not stated) | 2 | 4.4 | -11 | 4 | -8 | 9 | -15 | 7 | 3 | 14 | 4
Later entries.
SMILES | m5-HT2A agonist | hiPSC survival | NR2E3 ag-1 | CaV13 FRET inh | H9c2 protect | MITF TRPM1 inh | Shn3 inh set2 | Peg3 prom inh | PDI inh | HIF-2a block | NR2E3 ag-2
CN(CCOc1ccccc1)C(=O)CCc1c[nH]c2ccccc12 | -1 | 1.2 | -28 | -18 | -3 | -6 | -10 | -30 | -2 | -20 | 2
O=C(CC(O)(C(F)(F)F)C(F)(F)F)Nc1ccc(Cl)c(Cl)c1 | 12 | -0.9 | 107* | -5 | -15 | 60 | u | 70* | 6 | 16 | -2
C/C=C/C=C/C(=O)N1CC[C@]23c4ccccc4N[C@H]4N(C)c5cccc6c5[C@]42CCN([C@H]6C2OC2(C)C)[C@H]13 (some centres not stated) | -1 | 7.7 | 20 | x | -6 | x | -9 | 10 | x | 2 | -1
O=C(CN(Cc1cccs1)C(=O)CNS(=O)(=O)c1ccc(F)cc1)NCc1ccco1 | -1 | 4.3 | -16 | -5 | -4 | 11 | -9 | 23 | -8 | 14 | 2
COc1cccc(NC(=O)CSc2nnc(-c3cccc(OC(C)C)c3)n2N)c1 | 2 | 0.4 | -31 | -4 | -7 | -25 | -26 | -34 | 8 | -87 | 4
CCCCC(=O)Nc1ccc(C(=O)NCCc2ccccc2)cc1 | -8 | 1.7 | -61 | -5 | 2 | -37 | -59 | -117 | -3 | -116 | 0
COc1ccc(OC)c(NC(=O)c2cccnc2)c1 | 6 | -0.1 | -49 | -2 | 6 | 3 | 7 | -7 | 12 | 1 | 3
Cc1ccccc1C(=O)Nc1nnc(CC(=O)N/N=C/c2cn(Cc3ccccc3)c3ccccc23)s1 | -3 | 1.8 | -18 | -6 | -3 | -3 | -9 | 24 | -2 | 13 | 2
Cc1ccc(CNC(=O)CN2C(=O)C3(OCCCO3)c3ccccc32)cc1 | -2 | -1.5 | 1 | -3 | -4 | 7 | 19 | 3 | 1 | -5 | -3
Cc1ccccc1CCNC(=O)C1CCCN(c2cnccn2)C1 (configuration not stated) | -1 | 0.3 | -18 | -2 | 2 | -1 | -5 | 16 | -4 | 3 | 3
O=C(CO/N=C/c1ccccc1)Nc1c(F)c(F)c(F)c(F)c1F | 1 | -1.0 | 6 | -5 | 7 | 3 | -14 | 2 | 10 | 13 | -5
O=C(c1cc2ccccc2oc1=O)N(Cc1ccccc1)CC1CCCO1 (configuration not stated) | 2 | -2.6 | 6 | -5 | 14 | -3 | 14 | 5 | 7 | 5 | 1
Cn1cc2cc(NC(N)=S)ccc2n1 | 2 | 1.7 | -26 | 0 | -1 | -12 | -3 | 17 | 0 | 9 | 2
CCOC(=O)c1cnc2c(C)c(Cl)ccc2c1N1CCN(CC)CC1 | -4 | 0.4 | 30 | -2 | 11 | -8 | 5 | 27 | -25 | 9 | 6
Nc1nc(CN2CCN(c3ccccc3)CC2)nc(N2CCCc3ccccc32)n1 | 28* | 0.3 | 9 | -3 | 20 | -3 | 2 | 2 | -5 | 14 | -4
O=C(NCCCn1ccnc1)Nc1ccc2c(c1)OCO2 | 0 | 0.2 | -21 | -14 | 0 | -23 | -54 | -88 | -1 | -148 | -2
S=C(NNc1ccnc2cc(Cl)ccc12)Nc1ccccc1Cl | -5 | -1.4 | -20 | -15 | -17 | 19 | 71 | 5 | -10 | -39 | -3
CC(=O)c1c(C)[nH]c(C(=O)CSc2nc3ccccc3n2C)c1C | -1 | 3.0 | 33 | -7 | -27 | -3 | 80 | 13 | -3 | 2 | 4
CCN(CC)CCCn1c(C)cc2c(c1=O)C(c1ccccc1)C(C#N)=C(N)O2 (configuration not stated) | -2 | 8.0 | 11 | x | 5 | 17 | -15 | 10 | 1 | 29 | 1
CN(CC(=O)NCc1ccccc1F)S(=O)(=O)c1ccc(Cl)cc1 | -6 | 0.9 | 5 | -20 | -2 | -4 | -16 | 0 | 2 | 18 | 0
Cc1nnsc1S(=O)(=O)c1ccccc1 | -1 | 0.6 | -31 | -4 | -4 | 3 | -7 | -1 | 3 | 12 | 0
COc1cc(-c2cc(=O)c3c(C)cc(O)cc3o2)cc(OC)c1OC | -3 | -2.0 | 23 | -6 | 22 | -7 | -3 | -3 | 0 | -19 | x
COc1ccc(COC(=O)c2cccc(S(=O)(=O)N3CCCC3)c2)cc1F | -4 | -0.3 | -6 | x | -5 | 11 | 25 | 21 | -16 | 8 | 0
CCN(CC)S(=O)(=O)c1ccc(N2CCOCC2)c(NC(=O)c2nn(C(C)C)c(=O)c3ccccc23)c1 | 1 | 9.1 | -7 | -6 | 35 | x | 86* | 42 | 8 | 22 | x
CCN1CCN(c2ccc(S(=O)(=O)N3CCCCC3)cc2NC(=O)C(C)Oc2ccc(F)cc2)CC1 (configuration not stated) | -9 | -0.4 | -19 | -6 | 1 | -1 | 17 | 5 | -7 | 2 | 0
